High-throughput results as filed in PubChem.
CFTR F508del cor: correctors of CFTR F508del function in bronchial epithelial cells; AID 720511; CFBE cells, YFP halide quenching; stimulated with forskolin plus potentiator P3; % fluorescence drop versus neutral controls; 0.36% of 350,000 active; activity (quench increase), % at 7.58 µM;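 active = mean added fluorescence quench of at least 8% versus neutral control, with both replicates also reaching 8%; inconclusive = only one of the mean or replicate conditions met; inactive = mean below 8% and not both replicates reaching 8%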;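 note: cells transiently co-express mutant CFTR-F508del with the halide-sensitive YFP; corrector assay measuring rescue of mutant channel to the surface after 24 h compound exposure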
GSIS activator: primary screen for activators of insulin secretion dependent on glucose, INS-1E cells, GLuc reporter luminescence | activation, % at 16.6 µM | 0.61% of 370,000 active | INS-1E GLuc reporter insulin secretion, 2-3 h;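 active = lowest replicate activation of at least 40%, so every replicate reaches that level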;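 note: 0% = median of neutral control wells and 100% = median of IBMX positive control wells; some compounds called inactive have numbers as strong as hits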
Xi reactivation: activators of X-chromosome reactivation in mouse fibroblasts. 0.055% of 360,000 active. XiGFP mouse fibroblasts, % GFP-positive cells imaging, 3 d; cells co-treated with 5-aza-dC sensitizer; scaled so ellipticine positive control = 100%. activation, % at 7.58 µM. AID 743238;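 active = mean normalized replicate activation at least 10% and every replicate at or above 10%; inconclusive = only one of the two criteria met; inactive = mean below 10% and not all replicates reach 10%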;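 note: 0% = median of on-plate neutral control wells and 100% = ellipticine 6 µM median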
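System: 68-5-11 XiGFP fibroblast line | Buffer or medium: DMEM containing 5-aza-dC | Compound: Single point | Times: Compounds 3 days, fix/stain 15 min at room temperature | Benchmarks: Positive control ellipticine, 6 µM final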
RAD52 anneal inh: RAD52 (human) annealing inhibition; P43351; recombinant RAD52 DNA annealing, FRET fluorescence; inhibition, % at 18.7 µM; 0.46% of 360,000 active; AID 651710;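 active = every replicate showing at least 50% inhibition; inconclusive = mean inhibition at least 50% but not in every replicate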
Target sequence (P43351 whole entry, looked up): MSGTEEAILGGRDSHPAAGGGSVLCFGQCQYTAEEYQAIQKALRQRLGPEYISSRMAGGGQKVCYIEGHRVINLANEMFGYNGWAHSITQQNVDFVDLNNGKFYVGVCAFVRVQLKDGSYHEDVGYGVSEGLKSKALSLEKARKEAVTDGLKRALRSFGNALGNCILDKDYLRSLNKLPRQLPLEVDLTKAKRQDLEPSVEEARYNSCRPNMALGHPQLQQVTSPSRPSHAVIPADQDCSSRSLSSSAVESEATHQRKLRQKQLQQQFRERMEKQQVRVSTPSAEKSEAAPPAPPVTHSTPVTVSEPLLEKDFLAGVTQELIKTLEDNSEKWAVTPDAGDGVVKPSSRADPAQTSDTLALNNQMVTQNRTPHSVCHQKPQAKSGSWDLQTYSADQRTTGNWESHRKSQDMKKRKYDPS
DENV2 CPE: inhibitors of DENV2 cytopathic effect; CPE inhibition, % at 9.99 µM; 1.7% of 350,000 active; DENV2-infected cells, cytopathic effect rescue, plate reader; in the data active = CPE inhibition above about 20%, passing the limit was not always enough; inconclusive = no clear call, values can overlap the other calls; tested in BHK-21 cells;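 note: 0% = median of neutral control wells and 100% = median of positive control wells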
E-sel inducer: E-selectin induction on HUVECs; P16581; HUVEC E-selectin immunofluorescence imaging; normalized: neutral wells 0, TNF-alpha wells 100; activation, % at 7.58 µM; 0.37% of 260,000 active; AID 686992;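 active = mean E-selectin-positive cell signal at least 10% of the positive control, reached in at least 60% of replicates, without over 20% cell loss; inconclusive = no rule given, readout overlaps actives, possibly toxicity-flagged; inactive = the rest, including those meeting only one limit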;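 note: in these data hits start at about 27%; measured in HUVEC primary endothelial cells; signal is the percent of cells scored E-selectin positive by PE staining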
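Test system: HUVEC | Signal: Immunofluorescence imaging | Read-out: Percent E-selectin-positive cells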
RAD54 branch: RAD54 (human) branch migration inhibition. 0.14% of 360,000 active. inhibition, % at 10.4 µM. AID 602329. Q92698. RAD54 Holliday junction branch migration, FAM/BHQ fluorescence;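 active = mean normalized replicate activity at least 40 and at least half of replicates scoring 40 or more; inconclusive = only one of the two criteria met; inactive = mean below 40 and under half of replicates reaching 40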;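 note: 0% = median of neutral control wells and 100% = median of positive control wells; inhibitors cause a drop in the FAM fluorescence signal; in these data hits start at about 50%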
Casp6 inh: inhibitors of human caspase-6; P55212; purified caspase-6, Z-VEID-R110 cleavage fluorescence; inhibition, % at 12.5 µM; 0.53% of 350,000 active; AID 686996;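 active = mean inhibition across replicates at least about 35%, with every replicate also reaching that limit, limit read from the data; inconclusive = only one of the two criteria met; inactive = neither criterion met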;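 note: 0% = median of neutral control wells and 100% = no fluorescence left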
Target sequence (P55212 24-179 limits assumed): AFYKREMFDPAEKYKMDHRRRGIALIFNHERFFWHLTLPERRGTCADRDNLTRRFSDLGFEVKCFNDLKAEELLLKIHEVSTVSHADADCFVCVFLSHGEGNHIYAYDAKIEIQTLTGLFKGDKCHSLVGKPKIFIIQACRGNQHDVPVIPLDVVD
Target sequence (P55212 194-293 limits assumed): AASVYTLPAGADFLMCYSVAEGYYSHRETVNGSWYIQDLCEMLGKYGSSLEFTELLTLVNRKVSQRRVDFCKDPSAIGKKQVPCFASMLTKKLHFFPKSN
Starred values were filed as active, the others as inactive; i = inactive; ? = inconclusive; / = no result given; & = joins results of further samples.

Letters – A = CFTR F508del cor; B = GSIS activator; C = Xi reactivation; D = RAD52 anneal inh; E = DENV2 CPE; F = E-sel inducer; G = RAD54 branch; H = Casp6 inh
> CC[n+]1c(C)n(C)c2cc(S(=O)(=O)N(C)C)ccc21
  A: -1.3	B: 6	C: 0.0	D: -3	E: -3	F: /	G: /	H: 1

> C[C@H](CO)N1C[C@H](C)[C@H](CN(C)S(=O)(=O)c2cn(C)cn2)Oc2ncc(C3=CCCCC3)cc2C1=O
  A: 0.3	B: 1	C: 0.2	D: 8	E: 9	F: 0.2	G: -6	H: -3

> CC(C)NC(=O)N(C)C[C@H]1Oc2c(NS(=O)(=O)c3ccccc3)cccc2C(=O)N([C@@H](C)CO)C[C@@H]1C
  A: -2.5	B: 17	C: 0.1	D: -3	E: ?	F: 10	G: -13	H: 0

> O=C(C[C@H]1C[C@@H]2c3cc(NS(=O)(=O)c4ccccc4)ccc3O[C@@H]2[C@@H](CO)O1)N1CCCCC1
  A: 0.0	B: -12	C: -0.1	D: 3	E: -2	F: -0.3	G: -3	H: 1

> C(=N\N1CCN(c2ccccn2)CC1)/c1ccco1
  A: -2.0	B: 23	C: 0.1	D: -8	E: -3	F: /	G: -1	H: -1

> COc1ccc(C(O)c2nc(-c3ccc(Cl)cc3)cs2)cc1 (configuration not stated)
  A: 1.5	B: -27	C: 0.0	D: 1	E: 3	F: -2.1	G: -11	H: 5

> CN1C(=O)C(O)(CC(=O)/C=C\c2ccc3c(c2)OCO3)c2ccccc21 (configuration not stated)
  A: -1.1	B: -16	C: 0.2	D: 1	E: 2	F: /	G: -15	H: 6

> C[C@H](CO)N1C[C@H](C)[C@@H](CN(C)Cc2ccc(C(F)(F)F)cc2)Oc2ccc(NC(=O)Cn3cnnn3)cc2C1=O
  A: 2.5	B: 2	C: -0.9	D: -13	E: -3	F: 1.6	G: -6	H: 3

> COc1ccc(CN2CCOCCOCCN(Cc3ccc(OC)cc3)CCOCCOCC2)cc1
  A: -0.9	B: 36	C: 0.2	D: -2	E: -2	F: ?	G: /	H: -18

> COc1ccc(C(=O)Cc2cc3ccccc3oc2=O)cc1
  A: -2.1	B: 2	C: -0.1	D: 5	E: -4	F: /	G: 4	H: -1

> C/C(=N\Nc1nc(C)cc(-c2ccccc2)n1)c1ccc(O)cc1
  A: -2.2	B: -1	C: 0.0	D: -15	E: 9	F: /	G: 1	H: 0

> COc1cc(C2(C)SCCCS2)cc(OC)c1OC
  A: 1.4	B: 1	C: -0.1	D: -4	E: -6	F: 0.0	G: /	H: -3

> Cc1ccc(S(=O)(=O)N(C)C[C@H]2Oc3ccc(NS(=O)(=O)c4ccccc4)cc3C(=O)N([C@H](C)CO)C[C@H]2C)cc1
  A: 1.3	B: -7	C: 0.1	D: 13	E: -7	F: 1.0	G: 2	H: -2

> O=C(Nc1ncn[nH]1)c1ccccc1Br
  A: -4.1	B: 7	C: -0.1	D: -12	E: 10	F: /	G: -1	H: -4

> C[C@@H]1CCCCO[C@H](CN(C)C)[C@@H](C)CN([C@@H](C)CO)C(=O)c2cc(NC(=O)NC3CCCCC3)ccc2O1
  A: -3.4	B: 7	C: 0.2	D: /	E: /	F: -0.2	G: /	H: /

Letters – A = CFTR F508del cor; B = GSIS activator; C = Xi reactivation; D = RAD52 anneal inh; E = DENV2 CPE; F = E-sel inducer; G = RAD54 branch; H = Casp6 inh
> C[C@@H]1CN([C@H](C)CO)C(=O)c2cccc(NS(=O)(=O)c3ccccc3)c2O[C@@H]1CN(C)Cc1ccc(Cl)c(Cl)c1
  A: 1.3	B: -9	C: -0.2	D: -7	E: 3	F: /	G: 0	H: 2

> COC(=O)C[C@@H]1CC[C@@H]2[C@@H](COc3ccc(NC(=O)Nc4cccc(F)c4)cc3C(=O)N2C)O1
  A: -1.2	B: -20	C: 0.2	D: -7	E: ?	F: 0.0	G: -7	H: -1

> COc1ccc(Cc2c(O)nc(SCC(=O)NC34CC5CC(CC(C5)C3)C4)[nH]c2=O)cc1
  A: 2.3&0.3	B: -12&-11	C: ?	D: -12&-8	E: -6&12	F: 11	G: -2	H: 2&0

> Cc1ccc(Cl)cc1NC(=S)N(CCN(C)C)Cc1cccs1
  A: 2.5	B: -23	C: -0.1	D: -17	E: -2	F: -0.1	G: /	H: /

> Cc1ccc(/C=N/NC(=O)c2c(-c3ccccc3)noc2C)c(O)c1
  A: 11*	B: 4	C: 1.1	D: -7	E: -1	F: 1.2	G: -2	H: -5

> CC1=C(C(=O)NC2CC(C)(C)Cc3c2cnn3-c2cccc(F)c2)OCCO1 (configuration not stated)
  A: 2.3	B: 22	C: 0.0	D: -10	E: 0	F: /	G: 3	H: 2

> COc1cc(NC(=O)CSc2nc(C)cs2)cc(OC)c1
  A: -1.1	B: 18	C: /	D: -12	E: 3	F: /	G: 1	H: -1

> O=C(NN=Cc1cc([N+](=O)[O-])ccc1O)c1cccc2ccccc12
  A: 3.4	B: 1	C: 0.2	D: -61	E: 0	F: 0.6	G: /	H: -5

> Cc1c(-c2nc(-c3ccc(C(F)(F)F)cc3)no2)n(C)oc1=O
  A: 0.9	B: 3	C: 0.0	D: -2	E: -7	F: 0.7	G: -7	H: -6

> S=C(NCC1CCCO1)Nc1ccc(Nc2ccccc2)cc1 (configuration not stated)
  A: /	B: 2	C: 0.0	D: -5	E: -2	F: /	G: /	H: -1

> CN1CCN(CCC(=O)Nc2cccc(Br)c2)CC1
  A: 0.5	B: /	C: 0.0	D: -6	E: 1	F: /	G: /	H: -3

> CCOCCn1c(CN2CCN(C(c3ccccc3)c3ccccc3)CC2)nc2c1c(=O)n(C)c(=O)n2C
  A: 0.6	B: -60	C: 0.0	D: -4	E: ?	F: /	G: 4	H: 0

> CN(C)CC#Cc1ccc([C@H]2[C@H](CO)N3CCCCN(C(=O)C4CCCC4)C[C@@H]23)cc1
  A: 0.4	B: /	C: /	D: 28	E: -5	F: /	G: -9	H: 1

> CCCc1nn(-c2ccccc2)c2c1C(c1cccs1)C(C#N)=C(N)O2 (configuration not stated)
  A: 0.0	B: 22	C: /	D: -11	E: -8	F: /	G: /	H: 1

> CCOC(=O)c1c(C)[nH]c(C)c1C(=O)COc1ncnc2ccccc12
  A: 1.2	B: 9	C: 0.1	D: -16	E: -7	F: /	G: 1	H: 2

Letters – A = CFTR F508del cor; B = GSIS activator; C = Xi reactivation; D = RAD52 anneal inh; E = DENV2 CPE; F = E-sel inducer; G = RAD54 branch; H = Casp6 inh
> CC(=O)N(Cc1cc(=O)[nH]c2ccccc12)c1ccccc1C
  A: 3.8	B: -10	C: 0.1	D: -12	E: 2	F: -0.1	G: -1	H: 0

> CCC(C)(CC(=O)O)CC(=O)Nc1cc(C(F)(F)F)cc(C(F)(F)F)c1 (configuration not stated)
  A: /	B: -16	C: 0.2	D: -16	E: -2	F: /	G: /	H: -3

> Cc1[nH]nc2c1C(c1ccc(F)cc1)N(c1ccccc1)C2=O (configuration not stated)
  A: -1.0	B: 4	C: 0.6	D: -8	E: -9	F: 0.2	G: /	H: 0

> CCCCN(C(=S)Nc1cccc(SC)c1)C1CCN(C(C)=O)CC1
  A: -0.5	B: -13	C: -0.1	D: -10	E: 13	F: /	G: -10	H: 0

> CCOC(=O)N1CCN(C(=O)/C=C/c2cccc([N+](=O)[O-])c2)CC1
  A: 1.5	B: 10	C: 0.0	D: -20	E: -1	F: /	G: /	H: -2

> Cc1cc(F)ccc1C(O)c1ncc(-c2ccc(Oc3ccccc3)cc2)[nH]1 (configuration not stated)
  A: -6.1	B: -15	C: 0.3	D: -18	E: 3	F: 0.6	G: 2	H: 3

> CC(C)(C)NC(=O)C(c1ccc(C(F)(F)F)cc1)n1c(=O)c(-c2ccco2)nc2ccccc21 (configuration not stated)
  A: -1.4	B: -31	C: 0.0	D: -29	E: -9	F: 0.1	G: /	H: 1

> O=C1CC(NS(=O)(=O)c2cccnc2)CN1c1ccccc1 (configuration not stated)
  A: -0.6	B: 6	C: 0.1	D: -8	E: ?	F: /	G: -7	H: 0

> Cc1ccccc1OCC(=O)NNC(=S)NC(=O)c1ccccc1[N+](=O)[O-]
  A: /	B: -18	C: 0.1	D: 4	E: 5	F: 6.3	G: -8	H: -3

> Cc1ccc(S(=O)(=O)N[C@H]2C=C[C@@H](CC(=O)NCCN3CCCCC3)O[C@@H]2CO)cc1
  A: 1.8	B: 15	C: -0.7	D: -10	E: -2	F: 0.0	G: 11	H: -14

> N#C/C(=C\c1coc2ccc(O)cc2c1=O)C(=O)Nc1nc2ccccc2s1
  A: -3.7	B: -21	C: 0.0	D: i	E: 7	F: -0.2	G: -59	H: 7

> Cc1ccccc1NC(=O)C(Cl)=C(Cl)Cl
  A: 6.0	B: -2	C: 0.1	D: -6	E: 6	F: 0.9	G: 0	H: 0

> COc1cc2c(cc1OC)C(C)N(C(=O)c1cc(C)on1)CC2 (configuration not stated)
  A: 6.6	B: 9	C: 1.3	D: -3	E: -9	F: /	G: -14	H: 0

> Cn1c(=O)c(=O)n(C)c2cc(S(=O)(=O)N3CCOc4ccccc43)ccc21
  A: -2.6	B: 21	C: 0.0	D: -15	E: 2	F: /	G: -2	H: -1

> COC(=O)C[C@@H]1CC[C@@H]2[C@H](COc3ccc(NC(=O)c4ccccc4OC)cc3C(=O)N2C)O1
  A: 0.6	B: 6	C: 0.2	D: /	E: -5	F: 0.0	G: 5	H: /

> Cc1ccc(NCc2ccccc2O)cc1C
  A: 2.2	B: 10	C: 0.2	D: -12	E: 0	F: /	G: 4	H: 2

> C[C@@H]1CCCCO[C@H](CN(C)Cc2ccccc2)[C@@H](C)CN([C@H](C)CO)C(=O)c2cc(NC(=O)c3ccccc3)ccc2O1
  A: -3.1&1.3	B: -14&-10	C: 0.0&0.3	D: -9	E: 0&-9	F: 6.2	G: 0&14	H: -2
